PLK1 PBD inh: qHTS for Inhibitors of PLK1-PDB (polo-like kinase 1 - polo-box domain): Primary Screen. Plk1 PBD binding of FITC phosphopeptide, fluorescence polarization. Serine/threonine-protein kinase PLK1 (Homo sapiens), P53350. 360,000 compounds, 2.8% hits. Potency, µM, inactives show max response, negative = inhibition, usual class: inhibitors; further: potency means the concentration at half of the fitted maximal effect; series mostly up to about 57 µM; on the % scale 0 is the no-effect control and ±100 the full control effect; nearly all actives have a fitted effect of over 65% in size
FUS suppressor: qHTS for Suppressors of FUS Proteinopathy: Primary screen using FUS-linked yeast assay; S. cerevisiae FUS-expressing, growth rescue, OD600, 24 h; Potency, µM (top dose mostly 76.6 µM), without a hit: top-dose growth rescue (activation), usual class: activators; 390,000 compounds, 0.24% hits; AID 1347120, 2019;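 further: potency means the concentration at half of the fitted maximal effect; plate controls were DMSO vehicle for no effect and reference control for full effect; nearly all actives have a fitted effect of over 55% in size; some results filed as inactive show a strong effect at the top dose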
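Yeast FUS proteinopathy model; galactose-induced FUS (2%), starting OD 0.005. Cpds in dilution series, 24hr, 30C, 99% humidity. Abs 600 nm growth. Pos ctrl CP55940 (top 92uM final); neg ctrl DMSO.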
IL2 activator: qHTS of IL-2 Activators. IL-2 activation reporter assay, cell-based qHTS; stimulated with anti-CD3/CD4/CD28 beads; in transgenic mouse T cells. activation, % (series mostly up to about 46 µM). 360,000 compounds, 0.065% hits. AID 652025, 2013; in the data active means activation above about 50%; inconclusive means mostly about 30% to 49%; further: 0% is about no effect
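Unstimulated transgenic mouse T cells, 750 per well, received compound and, after 60 minutes, anti-CD3/anti-CD4 bead plus anti-CD28 stimulation. EGFP and DsRed were quantified after 18 hours.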
EPAC1 ag: qHTS for Agonist of cAMP-regulated guanine nucleotide exchange factor 3 (EPAC1): primary screen. EPAC1 agonist qHTS, biochemical assay; response scale: 100% = response to 6.5 mM cAMP. Potency, µM (highest dose often 154 µM), inactives show at the highest dose activation, actives largely listed as activators. 360,000 compounds, 0.073% hits. AID 720707, 2013; further: potency means the concentration at half of the fitted maximal effect; nearly all actives have a fitted effect of over 60% in size
Target sequence (O95398 whole entry, looked up): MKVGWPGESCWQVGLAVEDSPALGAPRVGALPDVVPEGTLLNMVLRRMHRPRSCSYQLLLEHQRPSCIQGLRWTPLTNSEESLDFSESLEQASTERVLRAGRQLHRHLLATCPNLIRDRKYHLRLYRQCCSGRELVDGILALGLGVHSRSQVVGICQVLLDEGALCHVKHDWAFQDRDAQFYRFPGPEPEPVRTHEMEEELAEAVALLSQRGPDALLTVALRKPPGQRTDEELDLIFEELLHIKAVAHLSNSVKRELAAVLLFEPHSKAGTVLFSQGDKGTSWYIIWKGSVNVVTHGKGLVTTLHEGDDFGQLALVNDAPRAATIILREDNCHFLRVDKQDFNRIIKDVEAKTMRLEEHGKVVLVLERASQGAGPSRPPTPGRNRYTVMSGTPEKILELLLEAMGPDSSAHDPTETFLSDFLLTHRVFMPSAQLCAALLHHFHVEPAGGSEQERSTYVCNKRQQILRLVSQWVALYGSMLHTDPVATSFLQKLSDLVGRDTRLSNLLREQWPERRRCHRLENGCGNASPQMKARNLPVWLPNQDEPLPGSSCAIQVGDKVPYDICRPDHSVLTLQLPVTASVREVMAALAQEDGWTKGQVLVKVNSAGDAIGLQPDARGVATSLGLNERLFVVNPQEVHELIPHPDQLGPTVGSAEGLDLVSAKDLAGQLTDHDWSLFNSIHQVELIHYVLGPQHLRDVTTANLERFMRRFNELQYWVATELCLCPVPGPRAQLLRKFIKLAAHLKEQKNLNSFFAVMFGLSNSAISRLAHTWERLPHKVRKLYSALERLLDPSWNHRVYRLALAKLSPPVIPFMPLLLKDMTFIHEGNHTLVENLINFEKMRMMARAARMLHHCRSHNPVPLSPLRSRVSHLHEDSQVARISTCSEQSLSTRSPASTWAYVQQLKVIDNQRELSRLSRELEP
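Nucleotide exchange assay: 100 nM EPAC1 with 250 nM Rap1B loaded with BODIPY-GDP and 50 uM GDP, room temperature. Fluorescence (480/540 nm) read every 5 min for 30 min; signal change normalized to 6.5 mM cAMP as full agonist.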
Abeta yeast res: qHTS for compounds that reverse cellular toxicity of Amyloid beta (A-beta) peptide in yeast: Primary Screen; 410,000 compounds, 0.063% hits; Potency, µM (highest dose often 46.1 µM), inactives show at the top dose growth rescue, actives largely listed as activators; yeast expressing A-beta42, growth rescue, OD600, 48 h; response scale: 0% DMSO, 100% iron-clioquinol control; AID 1347071, 2019; further: potency means the concentration at half of the fitted maximal effect; nearly all actives have a fitted effect of over 55% in size
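Growth rescue measured by 600 nm absorbance after 48 h yeast culture at 30 C with compound. Values normalized between DMSO and an equimolar ferric chloride plus clioquinol control.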
EPAC1 antag: qHTS for Antagonist of cAMP-regulated guanine nucleotide exchange factor 3 (EPAC1): primary screen | 360,000 compounds, 0.14% hits | AID 720709, 2013 | EPAC1 GEF assay, Rap1b-BODIPY-GDP exchange fluorescence | Rap guanine nucleotide exchange factor 3 (Homo sapiens), O95398 | Potency, µM (top dose mostly 115 µM), for the others: top-dose activity change, negative = inhibition, usual class: inhibitors;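 further: potency means the concentration at half of the fitted maximal effect; plate controls were vehicle for no effect and positive control for full effect; nearly all actives have a fitted effect of over 50% in size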
WRN inhibitor: qHTS for Inhibitors of WRN Helicase; Bifunctional 3'-5' exonuclease/ATP-dependent helicase WRN (Homo sapiens), Q14191; WRN helicase unwinding, fluorescent forked duplex, kinetic; Potency, µM (titrated, usually from 114 µM), inactives show top-dose activity change, negative = inhibition, hits mostly inhibitors; 360,000 compounds, 0.46% hits; AID 651768, 2012; further: potency means the concentration at half of the fitted maximal effect; on the % scale 0 is the no-effect control and ±100 the full control effect; nearly all actives have a fitted effect of over 55% in size
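Kinetic red-fluorescence monitoring (525/598 nm) tracks WRN helicase activity after 100 nM fluorophore-quencher forked duplex and 2 mM ATP are added to 20 nM enzyme pretreated 15 min at room temperature with compound.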
PI5P4K alpha inh: qHTS for Inhibitors of phosphatidylinositol 5-phosphate 4-kinase (PI5P4K). AID 652105, 2013. max response, %. 330,000 compounds, 1.2% hits. PI5P4Kalpha enzyme, ADP-Glo luminescence, 60 min; active compounds read low. Phosphatidylinositol 5-phosphate 4-kinase type-2 alpha (Homo sapiens), P48426; active means max response of -50% or lower; inconclusive means between -30% and -50%; inactive means -30% or higher; further: value at the top dose of about 77 µM; on the % scale 0 is the no-effect control and ±100 the full control effect
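Enzyme plus substrate dispensed, test compounds pinned in, then ATP (5 microM final) added. After 60 min at RT, ADP-Glo reagent 1 for 45 min and reagent 2 for 30 min preceded luminescence imaging.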
Numbers without * were called inactive; ? = inconclusive; · = no result given; [ ] = another dose, or the depositor's remark. Unless noted, the call rests on the fitted dose curve; in most records, active means well fitted curve in the direction sought with a large enough effect; inconclusive means small, poorly fitted or top-dose-only effect, or another doubt; inactive means no such curve, though single readings can be large; an effect the other way counts as inactive or inconclusive.

Values run as follows: PLK1 PBD inh | WRN inhibitor | PI5P4K alpha inh | Abeta yeast res | EPAC1 ag | IL2 activator | EPAC1 antag | FUS suppressor
COc1ccc(NC2(c3ccccc3)OC(=O)c3ccccc32)cc1 (stereo not given)
→ -3% | -8% | 5 | 4% | 11% | 0.4 | 2% | 7%
O=S(=O)(c1cccc2nsnc12)N1CCCCC1
→ -10% | -2% | 5 | -18% | -3% | 0.8 | -31% | -22%
FC(F)(F)c1cc(Cl)c2nc(-c3ccccc3)c(Cc3ccccc3)n2c1
→ -1% | -3% | -6 | -12% | -4% | -0.2 | 3% | -7%
COc1cccc(C(=O)OCC(=O)Nc2cc(C)on2)c1OC
→ 3% | -3% | 6 | -1% | -1% | -0.6 | -2% | 2%
O=C(Nc1ccccc1F)c1c[nH]c(=O)[nH]c1=O
→ -9% | -10% | 0 | -4% | 11% | 3.8 | -5% | 11%
Cc1c(NC(=O)c2cccc(NC(=O)COc3cccc(Br)c3)c2)c(=O)n(-c2ccccc2)n1C
→ 0% | 10% | 0 | -2% | -15% | 0.6 | 25% | ?
C[C@]12c3[nH]c4ccc(Cl)cc4c3CCN1C(=O)[C@@H](CC(=O)NCCc1ccccn1)C[C@@H]2C(=O)N1CCCCC1
→ -3% | 2% | 5 | 0% | -9% | -0.7 | -13% | 11%
CCOc1ccccc1N(CC(=O)Nc1ccc(S(=O)(=O)N2CCCC2)cc1)S(C)(=O)=O
→ 5% | 4% | 0 | -1% | -4% | -4.3 | 17% | 14%
CCOC(=O)c1sc2nc(CSc3ccccc3)[nH]c(=O)c2c1C
→ -3% | -4% | -7 | 16% | -3% | -0.8 | 1% | 21%
O=C(CC(NCCN1CCOCC1)C(=O)O)Nc1cccc(Cl)c1 (stereo not given)
→ -2% | -16% | 4 | -1% | 8% | -1.4 | -21% | 4%
COc1ccccc1CN1C(=NC(=O)CCC2CCCC2)SC2CS(=O)(=O)CC21 (stereo not given)
→ -5% | 6% | -9 | 24% | -5% | -3.2 | 7% | -2%
C=C(C)COc1ccc(-c2nc(N)ncc2-c2ccc(Cl)cc2)c(O)c1
→ -5% | -5% | -9 | -72%[inhibitor] | -1% | -0.2 | -20% | ?
Cc1cc(C)n2ncc(C(=O)NCc3ccc(Cl)cc3)c2n1
→ -3% | -1% | -4 | -7% | -3% | -0.1 | -7% | 15%
COc1ccc(S(=O)(=O)N2CCOC23CCN(C(=O)c2c(F)cccc2Cl)CC3)cc1
→ -4% | -6% | 0 | ? | 7% | -1.2 | 6% | 18%
COc1cc(COc2ccc(S(=O)(=O)N3CCOCC3)cc2[N+](=O)[O-])ccc1OC(F)F
→ 1% | 6% | 3 | -8% | -11% | -0.5 | -6% | 12%
COc1ccc2cc(C(C)C(=O)Nc3cccc(S(=O)(=O)N(C)C)c3)ccc2c1 (stereo not given)
→ -7% | -4% | -4 | 1% | 1% | -1.6 | -19% | 21%
COC(=O)c1ccccc1Oc1cnc2ccccc2n1
→ -3% | 0% | 3 | 4% | 2% | -0.5 | -9% | 12%
c1ccc(OCCCCN2CCOCC2)cc1
→ 2% | -8% | · | 5% | 11% | -1.6 | 10% | -3%
Cc1c(-c2ncn[nH]2)sc(C#N)c1-c1ccccc1
→ -16% | 0% | 2 | ? | 11% | 0.1 | 7% | 10%
Cc1nc(Nc2ccccc2Br)c2nnn(Cc3ccccc3)c2n1
→ -10% | -3% | 6 | -16% | -3% | 1.2 | 0% | 3%
CC(C)Oc1ccc(CC(=O)NNC(=S)Nc2ccccc2)cc1
→ -2% | 6% | 1 | 23% | -21% | 1.0 | 0% | -13%
OCCNCc1ccc(OC2CCCC2)cc1
→ -11% | 6% | · | -3% | 0% | -1.8 | 3% | 13%
COc1ccccc1C(=O)N1N=C(c2ccc(NS(C)(=O)=O)cc2)CC1c1cccs1 (stereo not given)
→ -16% | -9% | -3 | -1% | 2% | 0.0 | ? | ?
C[C@H](NC(=O)N1CCn2c1nc1ccccc12)C(=O)NC1CC1
→ 3% | -9% | 5 | · | 16% | -0.3 | -17% | -2%
COC(=O)c1ccc2nc(Nc3nc4ccc(F)cc4s3)sc2c1
→ -8% | -35% | -12 | 9% | 7% | -0.4 | 8% | 20%
COc1ccc(CN2C(=O)C(CC(=O)NCCCCc3ccccc3)CC(C(=O)N(C(C)C)C(C)C)=C2C)cc1 (stereo not given)
→ -11% | -7% | 11 | 5% | -5% | -3.0 | -22% | ?
COc1ccc(NC(=O)c2ccc(-c3ccccc3Cl)o2)cc1
→ -3% | -2% | 1 | -4% | -4% | -0.4 | -20% | 11%
CC(C)NC(=O)COC(=O)/C=C/c1ccc(F)cc1
→ -13% | 4% | -7 | -17% | 1% | 0.3 | -12% | ·
CC(C)Cc1nnc(NC(=O)CCC(=O)NC2CCCCCCC2)s1
→ -17% | 1% | -1 | -4% | 5% | -4.1 | 3% | 13%
C/C(=N/NC(=O)CNC(=O)c1ccco1)c1ccco1
→ 0% | 4% | -3 | 7% | 9% | -4.6 | 7% | -24%
CCC/C(=N\NC(=O)CNC(=O)/C=C/c1ccco1)c1ccccc1
→ -9% | 8% | -14 | 0% | -6% | -3.3 | -2% | ·
COc1ccc(N2CCc3c(C)nc4c(OC)cc(OC)cc4c32)c(OC)c1
→ -2% | 0% | · | 10% | 0% | 7.4 | -12% | 13%
C/C(Cn1cnc([N+](=O)[O-])n1)=N\NC(=O)c1ccc(O)cc1O
→ 1% | -15% | -3 | 0% | -8% | -2.5 | -22% | -13%
O=C(Nc1cccc(F)c1)c1c(O)c2ccccc2[nH]c1=O
→ -16% | -33% | -3 | -4% | 10% | 1.1 | -3% | 0%
CCCCNC(=O)c1nc(C2CCN(S(=O)(=O)c3ccccc3C(F)(F)F)CC2)oc1-c1cccc(C(F)(F)F)c1
→ -4% | -4% | 9 | -2% | 5% | 1.6 | -4% | -9%
COc1cccc(-n2c([S-])c(C(=O)Nc3ccc(S(=O)(=O)N4CCOCC4)cc3)[n+]3cc(C(N)=O)ccc23)c1
→ 0% | -21% | 0 | -2% | -5% | -4.0 | -28% | 13%
Cc1cccc(C(C)C)c1NC(=O)COC(=O)c1cc2ccccc2oc1=O
→ -3% | -3% | 1 | 3% | 10% | 0.0 | -13% | 1%
COc1cc2c(cc1OC)CN(C(=O)C(CCSC)NS(=O)(=O)c1ccc(C)cc1)CC2 (stereo not given)
→ -10% | 4% | -4 | -2% | 0% | -0.1 | -1% | 5%
CC(C)C[C@@H]1CN(CCCC[C@H]2CNC(=O)C(=O)N2CCC2CCCCC2)C(=O)C(=O)N1CCc1ccc(O)cc1
→ -6% | -8% | -1 | -2% | 8% | 3.1 | 8% | 33%
O=C(Nc1ccc(OC(=O)c2cccs2)cc1)c1ccco1
→ -1% | -5% | -16 | -8% | -5% | -1.5 | 19% | 28%

Three of the compounds above, comma-delimited:
Structure,PLK1 PBD inh,WRN inhibitor,PI5P4K alpha inh,Abeta yeast res,EPAC1 ag,IL2 activator,EPAC1 antag,FUS suppressor
COC(=O)c1ccc2nc(Nc3nc4ccc(F)cc4s3)sc2c1,-8%,-35%,-12,9%,7%,-0.4,8%,20%
COc1ccc(CN2C(=O)C(CC(=O)NCCCCc3ccccc3)CC(C(=O)N(C(C)C)C(C)C)=C2C)cc1 (stereo not given),-11%,-7%,11,5%,-5%,-3.0,-22%,?
COc1ccc(NC(=O)c2ccc(-c3ccccc3Cl)o2)cc1,-3%,-2%,1,-4%,-4%,-0.4,-20%,11%

Compounds from the list above with a nitro group on carbon (two):
Values run as follows: PLK1 PBD inh | WRN inhibitor | PI5P4K alpha inh | Abeta yeast res | EPAC1 ag | IL2 activator | EPAC1 antag | FUS suppressor
COc1cc(COc2ccc(S(=O)(=O)N3CCOCC3)cc2[N+](=O)[O-])ccc1OC(F)F
→ 1% | 6% | 3 | -8% | -11% | -0.5 | -6% | 12%
C/C(Cn1cnc([N+](=O)[O-])n1)=N\NC(=O)c1ccc(O)cc1O
→ 1% | -15% | -3 | 0% | -8% | -2.5 | -22% | -13%

Quoted from the listing:
Value for `COc1ccc(CN2C(=O)C(CC(=O)NCCCCc3ccccc3)CC(C(=O)N(C(C)C)C(C)C)=C2C)cc1` (stereo not given) in EPAC1 antag: -22%
Value for `C/C(=N/NC(=O)CNC(=O)c1ccco1)c1ccco1` in EPAC1 ag: 9%

Further structures:
Values run as follows: PLK1 PBD inh | WRN inhibitor | PI5P4K alpha inh | Abeta yeast res | EPAC1 ag | IL2 activator | EPAC1 antag | FUS suppressor
Cc1onc(-c2ccccc2Cl)c1C(=O)N1CCCCC1C(=O)O (stereo not given)
→ -6% | 7% | 2 | -28% | -29% | -4.6 | -11% | -1%
CCOc1ccc(C(=O)NCCc2ccc3c(c2)OCCO3)cc1
→ ? | 5%[57.1 µM] | -2 | -11% | -6% | 1.3 | -3% | -8%
Cc1cc(C(=O)N/N=C\c2cc(C(C)(C)C)c(O)c(C(C)(C)C)c2)n[nH]1
→ -5% | ? | -1 | 18% | 3% | 0.3 | -17% | 10%
O=C(CCCSc1nc2ccccc2s1)NCc1ccco1
→ -8% | -1% | -2 | 13% | -6% | 2.6 | 10% | 4%
CC(Sc1nnc(-c2ccncc2)n1C)C(=O)NCC(=O)Nc1ccc(F)c(F)c1F (stereo not given)
→ 5% | 11% | 3 | -1% | -7% | 0.2 | -13% | -26%
COc1cc(Br)cc(/C=N/c2ncn[nH]2)c1O
→ ? | ? | · | -1% | 10% | 3.0 | -12% | 12%
COC(=O)c1ccccc1NC(=O)Cn1nnc(-c2ccc3c(c2)OCO3)n1
→ -2% | -22% | -8 | -4% | -1% | -3.6 | -7% | 0%
Cc1sc(NC(=O)CSc2nc(N)cc(N)n2)c(C#N)c1C
→ -8% | -10% | -1 | 3% | 3% | 0.7 | -20% | 4%
COc1ccc(-c2cc(C(=O)N3CCCC3)no2)cc1
→ -4% | -20% | -1 | -11% | -11% | 0.1 | -17% | 8%
